NOD1 inhibition = NOD1 signaling inhibitors, primary screen, cell-based, luminescence, uHTS (AID 1578). actives 1% (n = 290,000). NOD1-driven NF-kB luciferase reporter cells, luminescence; higher % means a stronger effect. inhibition, % at 4 µM; hits with a dose series show EC50 in µM; in the data active = inhibition mostly above about 36%, no sharp cut-off; inactive = mostly below about 34%;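 note: HEK-293T reporter cells stimulated with the NOD1 agonist gamma-tri-DAP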
KOR beta-arrestin-1 = kappa opioid receptor activators – cell-based, luminescence, uHTS, primary screen (AID 1777); KOR beta-arrestin recruitment, luminescence; higher % means a stronger effect; one-dose activation, % at 10 µM; EC50 in µM for titrated hits; actives 0.02% (n = 280,000); in the data active = activation above about 50%, passing the limit was not always enough; note: a part of the inactive calls stands beside numbers as strong as those of hits
AID2073 = inhibitors of Mint1-CaV2.2 protein interaction, biochemical, HTRF (AID 2073); HTRF protein-protein interaction, Mint1-CaV2.2; higher % means a stronger effect; inhibition, % at 20 µM; hits with a dose series show IC50 in µM; actives 0.19% (n = 290,000); in the data active = inhibition mostly above about 51%, no sharp cut-off; inconclusive = no clear call, values can overlap the other calls; inactive = mostly below about 53%; note: some results filed as inactive read as strong as hits
KOR beta-arrestin-2 = kappa opioid receptor blockers – cell-based, luminescence, uHTS (AID 1778). actives 0.091% (n = 290,000). KOR beta-arrestin recruitment, luminescence, antagonist mode; higher % means a stronger effect. one-dose inhibition, % at 10 µM; IC50 in µM for titrated hits; in the data active = inhibition above about 50%; note: strong numbers were not always called active
GPR55 antagonists = inhibition of LPI-stimulated GPR55 beta-arrestin translocation – imaging, U2OS, beta-arrestin-GFP, LPI agonist, primary screen (AID 2013) | U2OS GPR55 beta-arrestin-GFP translocation imaging, LPI antagonism; higher % means a stronger effect | actives 0.13% (n = 290,000) | inhibition, % at 10 µM, or IC50 in µM where a hit was titrated;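 active = spots per cell inhibited over 60%, with over 100 cells counted and total cytoplasm intensity under 500,000; inconclusive = wells with under 100 cells, flagged as likely toxic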;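 note: U2OS cells stably carrying GPR55 and arrestin-GFP stimulated by 5 µM LPI near EC80; imaged beta-arrestin-GFP aggregate spots per cell after agonist stimulation; plate controls were LPI-stimulated DMSO wells for no effect and DMSO wells without LPI for full effect; some results filed as inactive read as strong as hits; confirmed hits need IC50 under 10 µM and bright autofluorescent wells are also inconclusive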
GPR35 antagonists = inhibition of zaprinast-stimulated GPR35 beta-arrestin translocation – imaging, U2OS, beta-arrestin-GFP, zaprinast agonist, primary screen (AID 2058). U2OS GPR35 beta-arrestin-GFP translocation imaging, zaprinast antagonism; higher % means a stronger effect. inhibition, % at 10 µM; hits with a dose series show IC50 in µM. actives 0.052% (n = 290,000);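 active = inhibition of at least 50% with at least 30 cells and total cytoplasm GFP at most 10,000,000; inconclusive = under 30 cells or total GFP of 10,000,000 plus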
GPR55 beta-arrestin = GPR55 agonists via beta-arrestin recruitment, primary screen, imaging, U2OS cells, beta-arrestin-GFP redistribution (AID 1961); U2OS GPR55 beta-arrestin-GFP redistribution imaging; higher % means a stronger effect; activation, % at 10 µM; hits with a dose series show EC50 in µM; actives 0.048% (n = 290,000);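 active = activation above 40% with more than 50 cells counted in the well; inconclusive = wells holding fewer than 50 cells, flagged as toxic or sparse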;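 note: U2OS osteosarcoma cells stably expressing GPR55 and beta-arrestin-GFP; plate controls were DMSO negative control for no effect and LPI positive control for full effect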
HIV fusion peptide = inhibitors of HIV fusion peptide binding, primary screen, biochemical, uHTS, fluorescence dequenching (AID 1986); cell-free peptide binding, fluorescence dequenching, 30 min; higher % means a stronger effect; inhibition, % at 20 µM, or IC50 in µM where a hit was titrated; actives 0.3% (n = 290,000); in the data active = inhibition mostly above about 52%, no sharp cut-off; inactive = mostly below about 76%; note: some results filed as inactive read as strong as hits
SIAH1 antagonists = Siah-1 peptide-binding antagonists, primary screen, biochemical, fluorescence polarization, rhodamine-plectin, uHTS (AID 1817) | Siah-1 / rhodamine-plectin peptide fluorescence polarization; higher % means a stronger effect | displacement, % at 20 µM; hits with a dose series show IC50 in µM | actives 0.02% (n = 290,000);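 active = displacement of at least 50% at 20 µM, with a fluorescence ratio check between 0.3 and a set limit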;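 note: plate controls were Siah plus tracer with DMSO for no effect and tracer alone without Siah for full effect; strong numbers were not always called active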
Active calls of the source: *; i = inactive; ? = inconclusive; · = no result given; [ ] = remark or other dose. Not all compounds are listed (hit frequency here may not be typical).

SMILES	NOD1 inhibition	KOR beta-arrestin-1	AID2073	KOR beta-arrestin-2	GPR55 antagonists	GPR35 antagonists	GPR55 beta-arrestin	HIV fusion peptide	SIAH1 antagonists
CCN1CCCC1CNC(=O)Cn1nc(C)n2c(cc3cc(C)ccc32)c1=O (configuration not stated)	-12%	1.2%	26%	3%	-1%	-2%	0.6%	-0.5%	-5%
COc1ccc(C(=O)NC(C)c2nnc(SCc3ccc(Cl)c(Cl)c3)n2C)cc1 (configuration not stated)	-27%	2.0%	-3%	-22%	8%	12%	-0.1%	-1.6%	-1%
O=C(NC(O)C(=O)c1ccccc1)c1cccs1 (configuration not stated)	-19%	-6.1%	-1%	17%	-8%	18%	0.2%	-0.8%	4%
Nc1nonc1-n1nnc(C(=O)O)c1-c1cccs1	-5%	-1.4%	0%	-31%	2%	14%	-0.1%	1.6%	-3%
COc1ccc(/C=N/NC(=O)c2ccc3c(c2)OCCO3)c(OC)c1	-23%	11%	5%	-19%	4%	1%	0.3%	-1.6%	0%
CN(CCC(=O)Nc1ccc(Br)cc1)Cc1ccccc1	-9%	-0.2%	17%	-24%	10%	-5%	0.2%	1.0%	0%
CCCCn1c(SCC(=O)N2c3ccccc3Sc3ccccc32)nc2c1c(=O)n(C)c(=O)n2C	-5%	-2.5%	5%	22%	10%	-7%	-0.2%	0.0%	-2%
O=C(CCNS(=O)(=O)c1ccc(Br)s1)N1CCCCC1	-20%	-4.5%	9%	22%	-1%	-6%	-0.2%	-1.1%	0%
O=C(NCCCSc1ccccc1)c1ccc(=O)[nH]c1	-11%	2.3%	15%	1%	-4%	-6%	-0.2%	-1.2%	-1%
O=C(Cc1ccc([N+](=O)[O-])cc1)NCc1ccncc1	-28%	-2.8%	-2%	6%	9%	13%	-0.4%	0.5%	2%
CCC1(C)Cc2ccccc2-c2nc(NCCO)n(-c3ccc(C)cc3)c(=O)c21 (configuration not stated)	13%	-2.6%	13%	-6%	8%	2%	-0.1%	-0.8%	2%
CCc1nc(SCC(=O)N2c3ccccc3CC2C)c2c(C)c(C)sc2n1 (configuration not stated)	·	5.1%	-4%	-41%	-15%	2%	0.5%	-1.6%	0%
O=C(c1ccc(F)cc1)C(CN1CCOCC1)c1ccccc1 (configuration not stated)	67%*	-1.1%	2%	-7%	13%	12%	-0.3%	1.6%	-3%
CCC(C)NCCOCCOc1ccc(Cl)c2ccccc12 (configuration not stated)	-35%	5.7%	2%	-137%[20 µM]	7%	-4%	0.1%	1.4%	1%
CC(/C=N/NC(=O)c1ccncc1)=C\c1ccco1	-17%	-5.4%	25%	3%	4%	-15%	-0.3%	4.8%	-10%
CC1(C)Cc2c(sc3nc4n(c(=N)c23)CCCCC4)CO1	-1%	-7.0%	5%	15%	-4%	9%	-0.1%	0.5%	0%
COc1cc(/C=N\NC(=O)C2C(=O)NCC2c2ccccc2)cc(OC)c1O (configuration not stated)	6%	-0.8%	-12%	17%	11%	0%	-0.1%	-2.6%	2%
COC(=O)C1=C(Nc2ccccc2NS(=O)(=O)c2ccc(C(F)(F)F)cc2Cl)CSC1	20%	1.4%	?	-11%	-2%	-14%	-0.2%	5.1%	1%
CC1CCC(NC(=O)COc2ccc(C(=O)c3ccccc3)cc2)CC1 (configuration not stated)	30%	1.6%	6%	10%	4%	-4%	-0.2%	0.7%	0%
COc1ccc(-n2c(C)cc(C(=O)CN3CCC(C)CC3)c2C)cc1	-24%	-0.7%	-8%	20%	10%	-12%	0.6%	-1.1%	2%
CCOC(=O)c1cc(CNC(=O)c2c(C)oc3c2CCCC3)c(C)o1	12%	1.5%	-3%	1%	1%	22%	0.4%	25%	-3%
Cc1c(C=O)c(Cl)n(C)c(=O)c1C#N	-39%	-0.7%	5%	-2%	-14%	8%	0.0%	9.0%	6%
COCc1c(C(=O)N/N=C(/C)c2ccccc2)nnn1-c1nonc1N	-8%	-4.4%	1%	-34%[20 µM]	6%	10%	-0.1%	-1.8%	5%
COc1ccccc1NC1=C(Cl)C(=O)OC1OC(=O)c1ccco1 (configuration not stated)	-20%	-2.8%	5%	1%	16%	5%	-0.3%	3.3%	12%

Four entries from above, arranged by length of the SMILES, smallest number first:
SMILES	NOD1 inhibition	KOR beta-arrestin-1	AID2073	KOR beta-arrestin-2	GPR55 antagonists	GPR35 antagonists	GPR55 beta-arrestin	HIV fusion peptide	SIAH1 antagonists
Cc1c(C=O)c(Cl)n(C)c(=O)c1C#N	-39%	-0.7%	5%	-2%	-14%	8%	0.0%	9.0%	6%
CC(/C=N/NC(=O)c1ccncc1)=C\c1ccco1	-17%	-5.4%	25%	3%	4%	-15%	-0.3%	4.8%	-10%
COc1ccccc1NC1=C(Cl)C(=O)OC1OC(=O)c1ccco1 (configuration not stated)	-20%	-2.8%	5%	1%	16%	5%	-0.3%	3.3%	12%
COc1ccc(-n2c(C)cc(C(=O)CN3CCC(C)CC3)c2C)cc1	-24%	-0.7%	-8%	20%	10%	-12%	0.6%	-1.1%	2%

Next entries follow.
SMILES	NOD1 inhibition	KOR beta-arrestin-1	AID2073	KOR beta-arrestin-2	GPR55 antagonists	GPR35 antagonists	GPR55 beta-arrestin	HIV fusion peptide	SIAH1 antagonists
CC1(C)Cc2c(sc3nc(-c4ccccc4)oc(=O)c23)CO1	-4%	-5.0%	-3%	11%	3%	5%	0.2%	-0.5%	3%
CC(=O)Nc1cccc(OCc2cnc(Cl)s2)c1	-34%	-5.9%	-5%	3%	21%	8%	-0.3%	1.0%	6%
CC(=O)C1=C(O)C(=O)N(c2ccc(C(=O)O)cc2)C1c1ccccc1 (configuration not stated)	-18%	-1.6%	4%	17%	2%	-11%	-0.1%	0.6%	5%
N=C1C(=O)OCC1c1ccccc1NC(=O)CN1CCCCC1 (configuration not stated)	-16%	-0.8%	0%	3%	9%	-9%	0.1%	0.6%	3%
O=C(Nc1ccc(Cc2ccncc2)cc1)c1ccc(Cl)c([N+](=O)[O-])c1	14%	-6.4%	-8%	9%	0%	-7%	0.0%	-4.1%	-3%
CN(C)c1ccc(C(c2nnnn2C(C)(C)C)N2CCN(C(=O)c3ccco3)CC2)cc1 (configuration not stated)	19%	-0.9%	13%	-10%	-1%	9%	-0.2%	1.7%	-2%
CC(=O)/C(=C\N(C)C)Sc1ccc(C)cc1	0%	-3.2%	4%	-2%	5%	13%	-0.3%	-0.6%	3%
Cc1ccc(SCCC(=O)Nc2nccs2)cc1	-22%	-0.7%	-7%	-8%	8%	-9%	-0.6%	2.3%	5%
CN(CCCC(=O)NCCc1ccccc1)S(=O)(=O)c1ccc([N+](=O)[O-])cc1	10%	-1.3%	-1%	-18%	2%	14%	-0.3%	1.8%	-3%
CCn1c(COc2cccc(C)c2)nnc1SCC(=O)Nc1cccc(C(=O)O)c1	·	-2.3%	-5%	24%	22%	4%	-0.1%	1.4%	-1%
CC(C)CC(=O)NC(=S)Nc1nc(-c2cccc3ccccc23)cs1	9%	6.6%	0%	-22%	7%	5%	-0.1%	1.9%	0%
CC1Oc2ccccc2N(CC(=O)N2CCCc3ccccc32)C1=O (configuration not stated)	-18%	-3.6%	-1%	5%	8%	-1%	-0.1%	-2.0%	6%
O=C(CN(C(=O)c1csnn1)c1ccc2c(c1)OCCO2)NCc1ccc(F)cc1	-7%	-0.9%	-5%	-9%	2%	14%	-0.1%	-1.3%	1%
CCCCOC(=O)NC(NCC(O)c1ccccc1)(C(F)(F)F)C(F)(F)F (configuration not stated)	-6%	-1.5%	-6%	-27%	-6%	6%	-0.2%	-2.3%	1%
CCOC(=O)Cc1cc(=O)n2[nH]c(-c3ccccc3)c(-c3ccccc3)c2n1	-23%	-2.6%	39%	8%	5%	-14%	-0.2%	51%	-4%
Cc1ccc(-c2cc(C(F)F)nc(N3CCC(C)CC3)n2)cc1	3%	-0.6%	-2%	-6%	-1%	12%	0.3%	0.2%	1%
COc1cccc(Cn2nnc(C(=O)NCc3ccccc3Cl)c2N)c1	-1%	-2.5%	16%	33%	-6%	2%	-0.1%	-0.9%	-1%
Cc1ccc(/C=N/N2CCN(c3ccccn3)CC2)o1	-7%	3.5%	-2%	32%	4%	-10%	0.3%	-2.0%	8%
CCN(CC)S(=O)(=O)c1ccc2c(c1)N(CC(=O)Nc1ccc(NC(C)=O)cc1)C(=O)CO2	1%	0.5%	5%	13%	-4%	-8%	0.2%	-0.3%	0%
CCOC(=O)C1CCN(c2nc(C)cc(C)c2C#N)CC1	-16%	2.9%	-2%	-50%[20 µM]	-4%	2%	-0.1%	0.4%	16%
OCCN(Cc1ccccc1)Cc1nc(CC2CC2)no1	-16%	-2.1%	6%	12%	1%	-3%	0.7%	-0.1%	-1%
CC12CCC(C(=Nc3ccc(N=C4C(=O)C5(C)CCC4C5(C)C)cc3)C1=O)C2(C)C	-8%	0.3%	-14%	17%	-1%	4%	0.9%	-1.1%	8%
COc1ccc(/C=C2/Sc3ccc(C(=O)N4CCOCC4)cc3NC2=O)cc1OC	16%	-6.7%	-4%	-30%	22%	9%	-0.1%	0.2%	0%
Oc1ccc(N=Cc2ccc(OCc3ccccc3)cc2)cc1	-34%	·	?	20%[20 µM]	8%	-7%	-0.1%	18%	i
COC(=O)C1=C(C)NC(=O)CC1c1cc2c(cc1Br)OCO2 (configuration not stated)	-10%	-1.1%	-3%	-12%	1%	-16%	-0.2%	-0.4%	1%
COc1ccc(CC(=O)NC2CCN(CC(=O)Nc3ccc4c(c3)OCCO4)CC2)cc1OC	·	-2.7%	-10%	28%	-3%	7%	-0.2%	1.4%	2%
CCCOc1ccc(-c2nc[nH]c2[N+](=O)[O-])cc1	-4%	-0.5%	-3%	-29%	-2%	7%	-0.2%	4.0%	2%
Cc1ccc2c(c1)C=CC(C)(C)S2(=O)=O	-9%	6.8%	3%	7%	1%	-11%	-0.3%	-2.1%	-2%
COC(=O)c1cc(Cl)cc2c(C)c(C3(O)CCCCC3)[nH]c12	-18%	2.2%	6%	-69%[20 µM]	5%	10%	0.6%	4.2%	10%
CCOC(=O)C1CCCN(C(=O)c2[nH]c3ccc(OC)cc3c2C)C1 (configuration not stated)	-3%	0.4%	6%	-33%	-13%	-1%	-0.1%	2.8%	0%

Another view of part of the listing above:
Molecule | NOD1 inhibition | KOR beta-arrestin-1 | AID2073 | KOR beta-arrestin-2 | GPR55 antagonists | GPR35 antagonists | GPR55 beta-arrestin | HIV fusion peptide | SIAH1 antagonists
Cc1ccc2c(c1)C=CC(C)(C)S2(=O)=O | -9% | 6.8% | 3% | 7% | 1% | -11% | -0.3% | -2.1% | -2%
CCOC(=O)C1CCCN(C(=O)c2[nH]c3ccc(OC)cc3c2C)C1 (configuration not stated) | -3% | 0.4% | 6% | -33% | -13% | -1% | -0.1% | 2.8% | 0%

From PubChem BioAssay
